Source: PubChem BioAssay
Tb PYK inh: T. brucei pyruvate kinase inhibition; 410,000 tested, 0.12% active; Potency, µM (series often up to 76.8 µM), for the others: at the highest dose activity, negative = inhibition, most hits filed as inhibitors; TbPYK enzyme, Kinase-Glo Plus ATP luminescence, 45 min; AID 624173; Q57TT1; note: nearly all actives have a fitted effect of over 50% in size
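Enzyme and substrate buffer are dispensed first and compound is pin-transferred. ADP at 130 uM final then starts the reaction, which runs 45 min at room temperature. Detection reagent is added for 10 min before luminescence is imaged.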
AmpC inh no detg: AmpC beta-lactamase inhibition without detergent. Potency, µM (highest dose often 57.1 µM), for the others: at the top dose activity change, negative = inhibition, most hits filed as inhibitors. AmpC nitrocefin hydrolysis, absorbance 480 nm, 0.0001% Triton. P00811. 330,000 tested, 0.52% active;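 note: plate controls were no compound for no effect and no enzyme for full effect; nearly all actives have a fitted effect of over 20% in size; some results filed as inactive show a strong effect at the top dose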
Target sequence (P00811 whole entry, looked up): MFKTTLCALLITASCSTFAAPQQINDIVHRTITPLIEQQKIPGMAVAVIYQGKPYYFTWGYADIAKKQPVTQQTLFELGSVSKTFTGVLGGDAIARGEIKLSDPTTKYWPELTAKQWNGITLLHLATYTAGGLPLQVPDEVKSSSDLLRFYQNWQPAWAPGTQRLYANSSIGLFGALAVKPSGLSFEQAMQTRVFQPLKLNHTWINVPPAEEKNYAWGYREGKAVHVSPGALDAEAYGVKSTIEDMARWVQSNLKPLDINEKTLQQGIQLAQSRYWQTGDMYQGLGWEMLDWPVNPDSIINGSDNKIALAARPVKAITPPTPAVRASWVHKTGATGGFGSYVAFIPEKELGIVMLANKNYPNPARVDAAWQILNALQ
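20 mM phosphate pH 7.0 + 0.01% (detergent screen) or 0.0001% Triton X-100; 5.3 nM AmpC reagent; cpd preinc 15 min RT; nitrocefin (800 uM stock) to start; A480 q20 s × 4 min; Activity was normalised to no-enzyme and no-compound control wells.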
* marks the source's active call; other numbers are inactive results; [ ] = dose if it differs, or a comment. Calls come from the whole dose curve; as a rule, active = well fitted curve in the direction sought with a large enough effect; inconclusive = small, poorly fitted or top-dose-only effect, or another doubt; inactive = no such curve, though single readings can be large; an effect the other way counts as inactive or inconclusive. Unless noted, % is set by controls: 0 for no effect and ±100 for the full control effect; potency is the fitted concentration of half-maximal effect.

Start of the data: the first five compounds as a preview:
Results follow in this order: Tb PYK inh	AmpC inh no detg
> CC1O[C@H](OC2C(COC3OC(CO)C(O)[C@H](O)C3O)OC(OC3CC[C@]4(C)C(CC[C@@]5(C)[C@@H]4C=C[C@]46OC[C@@]7(CCC(C)(C)C[C@H]74)C(O)C[C@@]56C)C3(C)C)C(O)C2O)C(O)C(O)C1O (stereo partly drawn)
    -2%	224%[activator]
> Cc1ccc(NC(=O)CSc2nc(N)cc(=O)[nH]2)cc1S(=O)(=O)N1CCCCC1
    -8%	-23%
> Cc1cccc(C)c1NC(=O)CSc1n[nH]c(=O)n1C1CC1
    0%	-11%
> O=C(OCc1cc(=O)n2ccsc2n1)c1ccccc1O
    -2%	-18%
> CC(=O)NS(=O)(=O)c1ccc(NC(=O)c2ccc3c(c2)NC(=O)CS3)cc1
    -5%	-14%

Main list, from the start:
Results follow in this order: Tb PYK inh	AmpC inh no detg
> CC1O[C@H](OC2C(COC3OC(CO)C(O)[C@H](O)C3O)OC(OC3CC[C@]4(C)C(CC[C@@]5(C)[C@@H]4C=C[C@]46OC[C@@]7(CCC(C)(C)C[C@H]74)C(O)C[C@@]56C)C3(C)C)C(O)C2O)C(O)C(O)C1O (stereo partly drawn)
    -2%	224%[activator]
> Cc1ccc(NC(=O)CSc2nc(N)cc(=O)[nH]2)cc1S(=O)(=O)N1CCCCC1
    -8%	-23%
> Cc1cccc(C)c1NC(=O)CSc1n[nH]c(=O)n1C1CC1
    0%	-11%
> O=C(OCc1cc(=O)n2ccsc2n1)c1ccccc1O
    -2%	-18%
> CC(=O)NS(=O)(=O)c1ccc(NC(=O)c2ccc3c(c2)NC(=O)CS3)cc1
    -5%	-14%
> O=C(COC(=O)/C=C/c1ccc(F)cc1)Nc1ccc(S(=O)(=O)N2CCOCC2)cc1
    -8%	16%
> CCOC(=O)[C@H]1[C@H]2COc3cc(OC)ccc3[C@@H]2N2C(=O)CN(Cc3ccc(Cl)cc3)C(=O)[C@@]12C
    -7%	167%[activator]
> CCOC(=O)[C@@H]1[C@H]2COc3cc(OC)ccc3[C@H]2N2C(=O)N(c3cccc(F)c3)C(=O)[C@@]12C
    -4%	-10%
> CC(SCC(=O)Nc1ccccc1Br)c1nc2ccccc2c(=O)[nH]1 (stereo not drawn)
    1%	-18%
> COc1cc(OC)cc(C(=O)N[C@H](C(=O)OCC(=O)c2c[nH]c3ccccc23)C(C)C)c1
    0%	-36%
> C[C@@H]1COC(=O)[C@H](NC(=O)OCC2c3ccccc3-c3ccccc32)C/C=C\C[C@@H](CC(=O)N[C@H](CO)Cc2ccccc2)C(=O)N1
    -3%	300%[activator]
> CCOC(=O)c1c(C)[nH]c(C(=O)COC(=O)c2ccc([N+](=O)[O-])o2)c1C
    -1%	-5%
> O=C(COC(=O)Cc1ccc(Cl)cc1)NCc1cccs1
    0%	-13%
> COCCNC(=O)c1cc(-c2ccccc2C)nn1CC1CC(c2cccnc2)=NO1 (stereo not drawn)
    7%	114%[activator]
> O=C(COC(=O)c1cnc(Cl)c(Cl)c1)Nc1cccc(S(=O)(=O)N2CCOCC2)c1
    3%	-25%
> Cc1cc(C)n2c(SCC(=O)Nc3cccc(S(N)(=O)=O)c3)nnc2n1
    -2%	-19%
> O=C(/C=C/CCc1ccc2c(c1)OCO2)N1CCCCC1
    2%	-6%
> Cc1noc(C)c1NC(=O)Nc1ccc2c(c1)C(=O)N([C@H](C)CO)C[C@H](C)[C@@H](CN(C)S(C)(=O)=O)O2
    2%	0%
> NC(=O)c1ccsc1NC(=O)CSc1n[nH]c(N)n1
    -4%	-16%
> O=C(COC(=O)[C@@H]1CC(O)CN1S(=O)(=O)c1ccc2c(c1)OCCO2)Nc1cc(F)ccc1F (stereo partly drawn)
    -10%	-2%
> O=C(N[C@H]1C/C=C\C(c2ccc(F)cc2)N(Cc2ccccc2)C(=O)C1)OCC1c2ccccc2-c2ccccc21 (stereo partly drawn)
    -1%	-23%
> O=C(Nc1ccc(N2CCOCC2)cc1N1CCOCC1)c1ccc(F)cc1
    3%	-25%
> CN(C(=O)COC(=O)/C=C/c1cccs1)C1CCCCC1
    -6%	-2%
> Cc1cc(C)c(NC(=O)COC(=O)C23CC4CC(CC(O)(C4)C2)C3)c(Cl)c1
    -1%	10%
> CSCCC(NC(=O)c1ccccc1Cl)C(=O)NCCc1ccccn1 (stereo not drawn)
    8%	-7%
> CNC(=S)Nc1cccc(S(=O)(=O)NCc2ccco2)c1
    -8%	-16%
> CC(C)(C)OC(=O)C[C@@H]1C/C=C\C[C@H](CC(=O)N[C@H](CO)Cc2ccccc2)C(=O)N[C@H](Cc2ccccc2)COC1=O
    -11%	221%[activator]
> CCOC(=O)C1=CN(CC)S(=O)(=O)NC1c1ccc(C(F)(F)F)cc1 (stereo not drawn)
    3%	-10%
> O=C(C[C@H]1C/C=C\CCCCC(=O)OC[C@H]2CCCN2C1=O)N[C@H](CO)Cc1ccccc1
    -6%	149%[activator]
> O=C(c1cccc(S(=O)(=O)N2CCc3ccccc32)c1)N1CCN(CCO)CC1
    -6%	-5%
> Cn1nc(C(=O)NNC(=O)c2ccccc2F)c2ccccc2c1=O
    2%	-13%
> CCN(C[C@H]1N[C@@](Cc2ccccc2)(C(=O)OC)[C@H]2C(=O)N(C)C(=O)[C@@H]12)C(=O)c1ccccc1
    1%	-4%
> O=C(Nc1cc(S(=O)(=O)N2CCOCC2)ccc1N1CCOCC1)c1ccccc1Cl
    -2%	47%
> CC(NC(=O)COC(=O)c1cc(=O)c2ccccc2o1)c1ccccc1 (stereo not drawn)
    5%	-16%
> CCn1c(C)nc2cc(C(=O)NN=C(C)c3ccc(C#N)cc3)ccc21
    0%	-13%

One compound at a time, from the list above.
Record of Cn1nc(C(=O)NNC(=O)c2ccccc2F)c2ccccc2c1=O → Tb PYK inh: 2%; AmpC inh no detg: -13%
Record of CC(NC(=O)COC(=O)c1cc(=O)c2ccccc2o1)c1ccccc1 (stereo not drawn) → Tb PYK inh: 5%; AmpC inh no detg: -16%

Another view of some results above:
| structure | Tb PYK inh | AmpC inh no detg |
| --- | --- | --- |
| Cc1cc(C)c(NC(=O)COC(=O)C23CC4CC(CC(O)(C4)C2)C3)c(Cl)c1 | -1% | 10% |
| CSCCC(NC(=O)c1ccccc1Cl)C(=O)NCCc1ccccn1 (stereo not drawn) | 8% | -7% |

This is a subset; count on the stated rates, not on these rows.
